FID counter: displaces DNA intercalator in HCV helicase counter-screen; DNA fluorescent intercalator displacement, fluorescence; inhibition, % at 7.9 µM; 290,000 compounds, 0.17% hits; in the data active = inhibition above about 37%;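 also: 0% = vehicle and 100% = reference compound; higher means more ethidium bromide displaced from hairpin DNA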
NS3 helicase inh: blocks Hepatitis C virus NS3 helicase unwinding. NS3 helicase DNA unwinding, Cy5 molecular beacon fluorescence. inhibition, % at 10.9 µM. 290,000 compounds, 0.56% hits. AID 1800;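 active = inhibition above the mean of all tested compounds plus 3 SD, set per campaign, cut at about 35% in these data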;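 also: 0% = DMSO wells and 100% = thioflavine S control wells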
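assay system = NS3 helicase fragment of HCV | buffer or medium = MOPS pH 6.5, MgCl2, DTT, Tween20, BSA | timing = 60 min unwinding reaction at 25 °C after ATP addition | signal = Cy5 beacon fluorescence read at start and 1 h | read-out basis = % inhibition of unwinding | control set = low DMSO, high thioflavine S at 110 µM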
IMP-1 inh: inhibitors of Pseudomonas aeruginosa IMP-1 metallo-beta-lactamase; purified IMP-1, nitrocefin hydrolysis, epi-absorbance fluorescence; inhibition, % at 5.6 µM; 290,000 compounds, 0.45% hits; AID 1556;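 active = inhibition above the mean plus 3 SD of all compounds in the same screening run, cut at about 4.5% in these data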;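 also: 0% = IMP-1 with DMSO and 100% = DMSO wells lacking enzyme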
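System: purified recombinant IMP-1 beta-lactamase. Medium: Zinc- and detergent-supplemented HEPES buffer, pH 7.1. Compound: one 5.6 µM dose […]. Schedule: 15 min preincubation plus 25 min reaction at 25 °C. Technique: Epi-absorbance fluorescence, 480 nm excitation, 530 nm emission.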
MEKK2wt PB1 HTS: raises or lowers MEK5 binding to wildtype human MEKK2 PB1 domain; Q9Y2U5; bead flow cytometry, Alexa488-MEK5 binding to MEKK2 WT; actives lie on both sides; binding response (% of control), % at 10 µM; 290,000 compounds, 1.1% hits; AID 1531; in the data active = binding response below about 67% or above about 130%
VIM-2 inhibitor: blocks Pseudomonas aeruginosa VIM-2 metallo-beta-lactamase. purified VIM-2, nitrocefin hydrolysis, epi-absorbance fluorescence. inhibition, % at 5.6 µM. 290,000 compounds, 0.89% hits;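 active = inhibition above the mean of all tested compounds plus 3 SD, cutoff set per screening run, cut at about 7.5% in these data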;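 also: red hydrolysis product quenches plate fluorescence so inhibitors raise well fluorescence; 0% = enzyme with DMSO and 100% = DMSO without enzyme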
M18AAP inhibitor: PfM18AAP enzyme inhibition; recombinant PfM18AAP, H-Glu-NHMec fluorogenic cleavage; inhibition, % at 7.35 µM; 290,000 compounds, 1.2% hits; AID 1822;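 active = inhibition above the campaign mean inhibition over all tested compounds plus 3 SD, cut at about 28% in these data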;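 also: 0% = plate median of test compound wells and 100% = 2 mM ZnCl2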
MEKK2 mut-MEK5: signal of MEK5 binding to mutant human MEKK2 PB1 domain; bead flow cytometry, Alexa488-MEK5 binding to MEKK2 mutant; percent response, % at 10 µM; 290,000 compounds, 0.35% hits; in the data active = percent response above about 24%, passing the limit was not always enough; also: inactives centre near 1; some results filed as inactive read as strong as hits
NALP1 yeast inh: NALP1 inhibition. S. cerevisiae NALP1/ASC/caspase-1 growth, X-gal OD620, 72 h. inhibition, % at 10 µM. 280,000 compounds, 0.61% hits; in the data active = inhibition mostly above about 24%, no sharp cut-off; inactive = mostly below about 32%; also: some compounds called inactive have numbers as strong as hits
SUMO HTRF inh: inhibitors of human SUMOylation (UBC9); P63279; 290,000 compounds, 0.36% hits; inhibition, % at 35 µM; AID 2006; HTRF SUMOylation assay, SAE1/SAE2 + UBC9, in vitro; in the data active = inhibition above about 50%, passing the limit was not always enough; also: strong numbers were not always called active
Target sequence (P63279 whole entry, looked up): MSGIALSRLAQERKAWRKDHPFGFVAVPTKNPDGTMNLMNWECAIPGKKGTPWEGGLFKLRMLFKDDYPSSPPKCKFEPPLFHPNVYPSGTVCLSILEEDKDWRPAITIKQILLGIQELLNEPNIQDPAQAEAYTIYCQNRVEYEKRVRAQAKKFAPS
* hit, by the source's call; nt = not tested or not shown.

SMILES	FID counter	NS3 helicase inh	IMP-1 inh	MEKK2wt PB1 HTS	VIM-2 inhibitor	M18AAP inhibitor	MEKK2 mut-MEK5	NALP1 yeast inh	SUMO HTRF inh
FC(F)(F)c1ccc(/C=N/N2CCN(Cc3cccc4ccccc34)CC2)cc1	2	-1	-2.7	113	0.7	-6	-4	0	-6
CC(=O)Nc1ccc(NC(=O)C2CCCN2C(=O)NC2CCCCC2)cc1 (stereo not drawn)	-2	-2	-2.1	103	-3.3	2	3	23	5
CC1CCN(C(=O)CSCC(=O)O)CC1	4	-1	-2.6	89	-1.5	2	-9	0	15
CCN(CC)Cc1c(O)ccc2occ(C(=O)c3ccccc3)c12	0	-1	-1.5	108	0.1	9	6	nt	2
CCCCn1c(SC(C)C(=O)c2ccc(OC)cc2)nc2cc(S(N)(=O)=O)ccc21 (stereo not drawn)	-30	-31	-1.5	97	-3.5	-3	1	-5	-24
O=C(CCc1ccccc1)NNc1ccc(F)cc1	-3	-5	-0.9	102	-0.7	0	4	4	16
Cc1ccccc1N1CCN(C2CCCN(C(=O)CCC(F)(F)F)C2)CC1 (stereo not drawn)	-19	-15	-1.9	107	-1.8	-1	4	16	12
N#Cc1c(OCC(=O)c2ccccc2)nc2c(c1-c1ccco1)CCc1ccccc1-2	-23	13	2.9	98	-5.3	3	1	4	46
Oc1ccc2ccccc2c1C=NC1CCCCC1	0	19	-3.5	103	-2.9	13	4	12	33
C=C(C)CNC(=S)N/N=C(\C)c1ccc(OC)cc1	-6	-7	-2.8	113	-1.6	1	12	15	8
COc1ccc(/C(C)=N/NC(=O)Cc2c(C)nc(C)[nH]c2=O)cc1	0	-7	-5.0	99	-6.8	-3	2	9	10
CCN(CC)C(=O)CSc1nnc(-c2cccs2)n1Cc1ccco1	-29	19	-4.5	89	-1.7	-42	-6	27	0
O=C(CCS(=O)(=O)Cc1ccccc1F)NCCc1ccc(Cl)cc1	-16	-3	-1.0	103	-1.7	-2	0	-15	-4
N#Cc1ccc(NC(=O)COC(=O)CCc2nc3ccccc3c(=O)[nH]2)cc1	-6	-5	-3.6	103	-2.6	-4	7	6	12
COc1ccc(/C=C/CN2CCN(Cc3ccc(C)cc3)C(CCO)C2)cc1 (stereo not drawn)	10	-32	0.3	113	-1.2	0	-43	28	7
O=C(NCC1CCN(Cc2cccc(Cl)c2)CC1)Nc1ccc(Cl)cc1	13	-74	-2.7	129	-0.4	-7	22	20	0
C=CC(C)(C)c1cc2cc3ccoc3cc2oc1=O	-4	0	-4.9	105	-1.9	7	2	14	2
Cc1nc(N2CCN(c3ccccc3)CC2)[nH]c(=O)c1Cc1cccc2ccccc12	1	-2	-0.2	nt	-3.6	-11	nt	19	17
CCCOC(=O)Nc1nnc(CCC)s1	-6	22	-0.7	117	1.5	-12	8	-7	0
O=C(C[n+]1ccccc1)Nc1ccccc1Br	-3	-17	-1.5	71	1.2	-7	-16	-6	2
Cc1ccc(-c2nc3ccccc3o2)cc1NC(=S)NC(=O)c1cc2ccccc2o1	1	4	0.8	123	-0.8	0	24	20	1
COC(CNC(=O)c1c[nH]c2ccc(S(=O)(=O)N3CCC4(CC3)OCCO4)cc2c1=O)OC	2	2	-0.2	94	-2.1	8	-3	32	-7
COc1ccc(CNc2ncc(-c3ccc(Cl)cc3)n2C)c(OC)c1OC	1	-3	-4.1	113	-4.4	5	17	15	2
O=S(=O)(Cc1ccccc1)N1CCc2ccccc2C1	-6	0	-3.1	110	-1.2	-1	6	-2	1
Cc1ccc2[nH]c(=O)c(C(c3nnnn3CCc3ccccc3)N3CCOCC3)cc2c1 (stereo not drawn)	4	4	-2.1	102	-0.5	-1	5	8	-2
O=C(O)CSCC(=O)NCc1ccccc1Cl	-1	0	-0.7	98	-0.9	1	-4	-5	-4
Cc1ccc(NC(=O)Cc2ccccc2Cl)cc1S(=O)(=O)N(C)C	-14	3	-3.0	118	-1.7	2	30	5	-9
CC(=O)OCCCN1c2ccccc2Nc2nnc(-c3ccccc3)cc21	-18	-3	-3.4	109	-0.8	4	7	2	5
COc1cccc(/C=C2\SC(=S)N(C(C)C(=O)NC3C=CS(=O)(=O)C3)C2=O)c1 (stereo not drawn)	-31	0	0.6	100	-1.4	18	4	10	-1
Cc1cc(C)nc(NS(=O)(=O)c2ccc(NC(=O)CSc3ncn[nH]3)cc2)n1	-2	0	-2.7	103	-5.9	20	-1	-9	9
COc1ccc(CCNS(=O)(=O)c2ccc(Cl)cc2)cc1OC	-15	-5	-1.0	103	-1.7	-4	-1	5	7
CCOc1ccc2oc(C(=O)NC3CCN(Cc4ccccc4)CC3)c(C)c2c1	19	-4	-3.3	111	0.6	-1	9	0	7
CCOCCCNc1c(CC)c(C)c(C#N)c2nc3ccccc3n12	-32	-5	-1.8	108	13*	-2	11	8	17
O=C(COc1ccccc1)N1CCN(C(=O)c2ccccc2F)CC1	-10	-3	-0.3	95	-1.3	-1	-8	14	-6
COC(=O)CC(=O)CSc1nc2c(cc1C#N)CCCCC2	1	0	-5.2	99	-3.6	16	1	21	15
O=C(CSc1nnc(CNC(=O)c2ccco2)o1)NC1CCCC1	1	10	-0.8	97	-2.3	2	0	23	4
Cc1cc(C(=O)Nc2ccc(CC(=O)O)cc2)c(C)o1	-1	6	-4.7	105	-2.8	6	-1	5	9
O=C(CN1CC(=O)Oc2ccccc21)OCC(=O)c1ccc(Br)cc1	1	-5	2.2	102	-0.1	20	-1	nt	nt
Cc1ccc(S(=O)(=O)/N=S(/c2ccccc2)C(C)C)cc1 (stereo not drawn)	-6	-14	-2.0	99	-1.8	12	1	-5	8
Cc1cccc(N2CCN(S(=O)(=O)c3ccc4c(c3)CCCN4C(=O)C3CCC3)CC2)c1C	-36	-16	-2.4	101	-1.5	-5	3	6	6

Filtered by structure: the compounds so far with bromine
SMILES	FID counter	NS3 helicase inh	IMP-1 inh	MEKK2wt PB1 HTS	VIM-2 inhibitor	M18AAP inhibitor	MEKK2 mut-MEK5	NALP1 yeast inh	SUMO HTRF inh
O=C(C[n+]1ccccc1)Nc1ccccc1Br	-3	-17	-1.5	71	1.2	-7	-16	-6	2
O=C(CN1CC(=O)Oc2ccccc21)OCC(=O)c1ccc(Br)cc1	1	-5	2.2	102	-0.1	20	-1	nt	nt

Retrieved by structure from above (7):
SMILES	FID counter	NS3 helicase inh	IMP-1 inh	MEKK2wt PB1 HTS	VIM-2 inhibitor	M18AAP inhibitor	MEKK2 mut-MEK5	NALP1 yeast inh	SUMO HTRF inh
Cc1ccc(S(=O)(=O)/N=S(/c2ccccc2)C(C)C)cc1 (stereo not drawn)	-6	-14	-2.0	99	-1.8	12	1	-5	8
COC(=O)CC(=O)CSc1nc2c(cc1C#N)CCCCC2	1	0	-5.2	99	-3.6	16	1	21	15
O=C(O)CSCC(=O)NCc1ccccc1Cl	-1	0	-0.7	98	-0.9	1	-4	-5	-4
CCOc1ccc2oc(C(=O)NC3CCN(Cc4ccccc4)CC3)c(C)c2c1	19	-4	-3.3	111	0.6	-1	9	0	7
COc1ccc(CNc2ncc(-c3ccc(Cl)cc3)n2C)c(OC)c1OC	1	-3	-4.1	113	-4.4	5	17	15	2
Cc1cc(C(=O)Nc2ccc(CC(=O)O)cc2)c(C)o1	-1	6	-4.7	105	-2.8	6	-1	5	9
COC(CNC(=O)c1c[nH]c2ccc(S(=O)(=O)N3CCC4(CC3)OCCO4)cc2c1=O)OC	2	2	-0.2	94	-2.1	8	-3	32	-7

(list continues)
SMILES	FID counter	NS3 helicase inh	IMP-1 inh	MEKK2wt PB1 HTS	VIM-2 inhibitor	M18AAP inhibitor	MEKK2 mut-MEK5	NALP1 yeast inh	SUMO HTRF inh
O=C(c1ccco1)c1cn(CC(=O)N2CCCc3ccccc32)c2ccccc12	-23	-6	-4.8	101	-0.3	4	2	9	15
CCN(CC)CCn1c(C)nc2c(sc3nc4c(cc32)COC(C)(C)C4)c1=O	2	3	0.4	97	-1.9	-6	-8	28	15
Cc1ccc(C(=O)Nc2nnc(-c3cccs3)s2)cc1C	-5	10	1.8	nt	0.2	-5	nt	18	12
CCn1cc(C(=O)OCC(=O)NCc2ccccc2Cl)c(=O)c2ccc(C)nc21	-8	-7	-3.2	88	1.9	-24	-9	-14	12
COc1ccc(C(=O)N/C(=C\c2cccc3ccccc23)C(=O)NCCc2c[nH]c3ccccc23)cc1OC	-23	-17	-0.7	96	-2.3	-9	3	11	10
CCOCCCn1c(SCc2nc3ccccc3s2)nc2ccccc2c1=O	-3	-3	-1.8	105	-1.6	2	-1	14	9
CCCCNC(=S)NCCN1CCN(C(=S)NCCCC)CC1	4	-6	-4.4	99	-3.6	-5	-1	-7	10
CCCCOc1ccc(NC(=O)CCSc2nccn2C)cc1	-8	0	-1.9	103	0.0	7	3	-14	-6
Nc1ccn(Cc2ccccc2)n1	-3	6	-2.5	101	-2.3	-2	6	4	3
Cc1ccc(Nc2nnc(SCC(=O)Nc3cccc(S(=O)(=O)NC4=NCCCCC4)c3)s2)cc1	-29	-5	-4.1	96	-4.0	3	-3	24	-4
COc1cc(C(C)=O)ccc1OCC(O)CN1CCN(c2c(C)cccc2C)CC1 (stereo not drawn)	4	-8	-3.4	106	-0.5	-8	1	10	4
CC(=N\Nc1ccc(Cl)cc1)/C(=N/O)C(=O)Nc1ccccc1	4	-15	-0.9	102	0.2	-4	4	11	10
C1=C(C(c2nnnn2C2CCCCC2)N2CCCCC2)COc2ccccc21 (stereo not drawn)	-2	0	-1.9	97	-0.3	3	-2	0	-1
CN1CCN(C(=O)C2=C[C@H](c3csc4ccccc34)C[C@H](OCCCCO)O2)CC1	16	-12	2.1	78	2.7	2	-19	5	20
C(=N\NC1=Nc2cccc3cccc1c23)/c1ccccn1	-1	0	-2.2	8.0*	-1.3	17	1	9	-14
CCc1nc2ccc(C(=O)N3CCN(c4ccc(Cl)cc4)CC3)cc2nc1CC	-43	-22	0.5	100	-5.0	2	-1	33	-8
Cn1cc(C(=O)NCc2ccc(F)cc2)c(=O)c2cc(S(=O)(=O)N3CCCCC3)ccc21	0	4	-1.6	94	-0.6	7	0	48	-14
O=C(CN1C(=O)S/C(=C\c2ccccc2F)C1=O)NCCCn1ccnc1	3	-6	-2.0	98	0.3	11	1	-1	11
NC(=S)NNc1ccnc2cc(Cl)ccc12	1	-12	-3.9	100	-5.9	55*	-4	-10	-4

From PubChem BioAssay
